# High-throughput results deposited in PubChem BioAssay by Johns Hopkins Ion Channel Center.
# CHT block: inhibitors of human choline transporter CHT; High affinity choline transporter 1 (Homo sapiens), Q9GZV3; CHT-expressing cells, membrane potential dye, choline response; stronger effect = lower value; B-score at 10 µM; 310,000 tested, 0.86% active; AID 488975, 2010;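 active means B-score over 3 SD under the library average, and starting fluorescence ratio not unusually high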;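 further: choline stimulus applied at its EC90 after an EC20 pre-addition; B-score computed on integrated fluorescence ratio after choline addition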
# Target sequence (Q9GZV3 whole entry, looked up): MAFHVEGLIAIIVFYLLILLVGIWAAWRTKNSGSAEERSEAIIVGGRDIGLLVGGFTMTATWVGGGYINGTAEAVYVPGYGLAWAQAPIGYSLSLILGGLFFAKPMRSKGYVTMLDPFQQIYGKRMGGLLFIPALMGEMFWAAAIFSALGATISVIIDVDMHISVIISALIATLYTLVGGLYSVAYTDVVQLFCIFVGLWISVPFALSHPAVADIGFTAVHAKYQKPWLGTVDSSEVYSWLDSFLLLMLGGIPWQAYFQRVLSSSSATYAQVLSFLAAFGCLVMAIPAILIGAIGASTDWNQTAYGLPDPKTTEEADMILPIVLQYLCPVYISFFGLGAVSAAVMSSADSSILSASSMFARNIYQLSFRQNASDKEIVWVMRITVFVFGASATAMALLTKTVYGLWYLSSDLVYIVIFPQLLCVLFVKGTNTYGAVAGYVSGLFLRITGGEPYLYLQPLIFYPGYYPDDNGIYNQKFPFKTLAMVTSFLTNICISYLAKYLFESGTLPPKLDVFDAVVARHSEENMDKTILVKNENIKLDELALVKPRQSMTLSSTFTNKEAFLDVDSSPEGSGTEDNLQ
# CHT allo act: CHT positive allosteric modulators, primary screen, cell-based, membrane potential dye, choline EC20 | B-score at 10 µM | High affinity choline transporter 1 (Homo sapiens), Q9GZV3 | AID 488977, 2010 | 310,000 tested, 0.49% active | CHT-expressing cells; stronger effect = higher value; LV-AA mutant CHT in HEK293 cells;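 active means initial fluorescence not abnormally high and integrated response B-score, plate-corrected, over 3 SD above library mean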
# Starred values were filed as active, the others as inactive; i = inactive.
# Below each SMILES: CHT block	CHT allo act
> Cc1ccc(SCCN2CCN(C)CC2)cc1
  i	i
> COC(=O)c1cn(C(=O)c2ccccc2)c2ccccc12
  i	i
> O=C(Cc1cccs1)Nc1nnc(COc2ccccc2)s1
  i	i
> CCC1CCCCN1CCCNC(=O)c1ccc2nc(N3CCC(C)CC3)sc2c1 (stereo unspecified)
  i	i
> O=C(OCc1ccc(Cl)cc1)c1ccccc1C(=O)c1ccccc1
  i	i
> CCCCN1C(=O)/C(=C2/Sc3ccccc3N2C)S/C1=N\c1ncn[nH]1
  i	i
> O=C(/C(C=Nc1cccc(C(F)(F)F)c1)=C(/O)c1ccco1)C(F)(F)F
  i	i
> CCOc1ccccc1Oc1coc2cc(OC(=O)c3ccco3)ccc2c1=O
  i	i
> C[C@H]1C(=O)N(C)CCN1C(=O)c1ccccc1OC1CCN(S(C)(=O)=O)CC1
  i	i
> C/C(=N\NC(=O)c1ccc(CN2CCOCC2)cc1)c1ccc([N+](=O)[O-])cc1
  i	i

# A different layout for part of the listing above:
O=C(OCc1ccc(Cl)cc1)c1ccccc1C(=O)c1ccccc1
  CHT block = i | CHT allo act = i

CCCCN1C(=O)/C(=C2/Sc3ccccc3N2C)S/C1=N\c1ncn[nH]1
  CHT block = i | CHT allo act = i

O=C(/C(C=Nc1cccc(C(F)(F)F)c1)=C(/O)c1ccco1)C(F)(F)F
  CHT block = i | CHT allo act = i

CCOc1ccccc1Oc1coc2cc(OC(=O)c3ccco3)ccc2c1=O
  CHT block = i | CHT allo act = i

# (continued)
# Below each SMILES: CHT block	CHT allo act
> Oc1ccc(-c2cc(-c3ccc(O)cc3)nc(-c3ccccc3)n2)cc1
  i	i
> O=C(NCc1ccco1)c1cc([N+](=O)[O-])cc([N+](=O)[O-])c1
  i	i
> CC(C)Cc1csc(NC(=O)c2ccccc2Cl)c1C(=O)O
  i	i
> O=C(N/N=C/c1ccncc1)c1cccs1
  i	i
> CSc1nnc(C(C)(C)C)c(=O)n1/N=C/c1c(O)ccc2ccccc12
  i	i
> COc1cccc(C(=O)CSc2nnc(CNc3nc(-c4ccccc4)cs3)n2C)c1
  i	i
> S=c1[nH]c2cc(Cl)c3cccnc3c2o1
  i	i
> O=C1CCC(C(=O)Nc2cccc(S(=O)(=O)N3CCOCC3)c2)N1 (stereo unspecified)
  i	i
> COc1ccc(S(=O)(=O)N2CCCC2CNC(=O)C(=O)NCc2ccccc2)cc1 (stereo unspecified)
  i	i
> CCCCc1ccc(NC(=O)CSc2nc(=O)n3cc(C)ccc3n2)cc1
  i	i
> C=CCN=c1scc(-c2ccc(F)cc2)n1/N=C/c1ccccn1
  i	i
> CN(CC(=O)Nc1ccc(S(N)(=O)=O)cc1)C1CCCCC1
  i	i
> CCOc1ccccc1C(=O)NCC(=O)OCCCOC(=O)CNC(=O)c1ccccc1OCC
  i	i
> CCOC(=O)C1(Cc2ccccc2)CCN(Cc2cccc3c2OCO3)CC1
  i	i
> CC[C@@]1(O)C(=O)OCc2c1cc1n(c2=O)Cc2cc3c(CN(C)C)c(O)ccc3nc2-1
  i	i
> CC1CCC2(CC1)NC(=O)N(CC(=O)Nc1ccc3c(c1)OCCO3)C2=O (stereo unspecified)
  i	i
> CN(C)/C=C/C(=O)c1cnc(-c2cccc(Cl)c2)s1
  i	i
> CN(C)S(=O)(=O)c1ccc(C(=O)Nc2nnc(SCC(=O)NCC3CCCO3)s2)cc1 (stereo unspecified)
  i	i
> CCOC(=O)N1CCN(C(=O)c2cc(-n3cnnc3)ccc2Cl)CC1
  i	i
> O=C(N/N=C\C=C\c1ccc2c(c1)OCO2)C1COc2cc3ccccc3cc2O1 (stereo unspecified)
  i	i
> CCCN(C(=O)c1cccc(-n2cccc2)c1)c1c(N)n(Cc2ccccc2)c(=O)[nH]c1=O
  i	i
> COC(=O)c1ccsc1NS(=O)(=O)c1ccccc1
  i	i
> O=C(COC(=O)c1cncc(Br)c1)NCc1ccco1
  i	i
> CC(=O)Oc1ccc(C2OC(=O)c3ccccc3N2C(C)=O)cc1 (stereo unspecified)
  i	i
> CC(C)(C)c1cc(C(=O)NCCCn2ccnc2)cc(C(C)(C)C)c1
  i	i
> COc1cccc(C(=O)OCC(=O)NC(C)CCc2ccccc2)c1O (stereo unspecified)
  i	i
> CCOCCCNC(=O)c1cc(-c2cccnc2)nc2ccc(S(=O)(=O)N3CCC(C)CC3)cc12
  i	i
> COc1ccccc1-c1c(C(F)(F)F)oc2c(CN(C)C)c(O)ccc2c1=O
  i	i
> CC(=O)Nc1cccc(C(=O)OCc2ccc([N+](=O)[O-])cc2)c1
  i	i
> CCn1ccnc1CN(C)Cc1cn[nH]c1-c1ccc(F)cc1F
  i	i
> C/C(=N\Nc1ccc(C#N)cc1[N+](=O)[O-])c1ccc(O)cc1
  i	i
> Cc1c(C(=O)O)[nH]c2c1C(=O)CC(c1ccc(Cl)cc1)C2 (stereo unspecified)
  i	i
> O=C(C1CC(=O)N(c2ccc(Cl)cc2)C1)N1CCN(Cc2ccc3c(c2)OCO3)CC1 (stereo unspecified)
  i	i
> COCCNC(=S)Nc1ccc2[nH]c(=O)[nH]c2c1
  i	i
> OCC(O)CSc1nc(-c2ccccc2)nc2c1CCC2 (stereo unspecified)
  i	i
> O=C(COc1ccc(-c2ccccc2)cc1)N/N=C/c1cc(O)ccc1Br
  i	i
> Cc1cccc(Cn2c(N3CCN(C)CC3)nc3c2c(=O)n(C)c(=O)n3C)c1
  i	i
> CC1CC(C)CN(Cc2nc3c(c(=O)n(C)c(=O)n3C)n2CCN2CCOCC2)C1 (stereo unspecified)
  i	i
> O=C(NCc1ccc2c(c1)OCO2)C1CCCN1C(=O)Nc1ccccc1 (stereo unspecified)
  i	i
> COc1ccc(CCC(=O)Nc2nc3ccccc3[nH]2)cc1OC
  i	i
> COc1cccc(CNC(=O)CN(C)S(=O)(=O)c2ccc3c(c2)c(=O)n(C)c(=O)n3C)c1
  i	i
> Cc1ccc(Cn2ncc3c(N4CCN(C5CCCC5)CC4)ncnc32)cc1
  i	i
> CCOC(=O)C1(C)NC(c2cccc(C)c2)C2C(=O)N(c3ccccc3)C(=O)C21 (stereo unspecified)
  i	i
> O=C(COc1ccc(Cl)cc1Cl)NC(=S)Nc1ccc(CN2CCOCC2)cc1
  i	i
> COc1ccc(C(=O)N2CCN=C2SC)cc1
  i	i
> CCOc1ccc(S(=O)(=O)N(CC(=O)Nc2cccnc2)c2ccc(F)cc2)cc1
  i	i
> Cc1ccc(C(=O)N/C(=C/c2cccs2)C(=O)NCCCn2ccnc2)cc1
  i	i
> COc1ccc(O)c(C(=O)c2cnn(-c3ccccc3)c2)c1
  i	i
> OC(CNCc1ccncc1)c1ccccc1 (stereo unspecified)
  i	i
> COc1ccc(-c2nc(CN3CCC(C(=O)N4CCOCC4)CC3)c(C)o2)c(OC)c1
  i	i

# Carrying on:
molecule,CHT block,CHT allo act
O=C1c2cccc3cccc(c23)C(=O)N1OS(=O)(=O)c1ccc(Br)cc1,i,i
CCCCNC(=S)N/N=C/c1ccc(C#N)cc1,i,i
Cc1ccc(-c2noc(CCCC(=O)NC3CCCCC3)n2)cc1,i,i
CCN1C(=O)CC(N2CCN(CC(=O)NC(C)C)CC2)C1=O (stereo unspecified),i,i
Cc1ccc(CC2SC(N=C(N)N)=NC2=O)cc1 (stereo unspecified),i,i
COc1ccc(/C=N\NC(=O)c2ccc(Cn3cc(Br)c([N+](=O)[O-])n3)o2)c(OC)c1C,i,i
CCCCc1nnc(NC(=O)CSc2nc(O)c(Cc3ccccc3)c(=O)[nH]2)s1,i,i
Cc1cc(C)c2c(c1)cc(C)c1nnc(SCC(=O)Nc3ccccc3N3CCOCC3)n12,i,i
COc1ccc(NC(=O)CSc2nnc(Cc3cccs3)n2C)cc1,i,i
CCOC(=O)N1CCN(C(=O)c2ccc3c(c2)N(Cc2ccc(F)cc2)CCS3)CC1,-5.2*,i
Cc1nccn1CC(O)COc1ccc(Cl)cc1Cl (stereo unspecified),i,i
CCOC(=O)C1(Cc2ccccc2C)CCCN(C(=O)c2sccc2C)C1 (stereo unspecified),i,i
CCc1nc(N)c(C#N)c(-c2cccnc2)c1C,i,i
COc1cccc(-c2cc(C(F)(F)F)nc(N3CCCCC3)n2)c1,i,i
Cc1ccc(C(=O)NCCNS(=O)(=O)c2ccccc2[N+](=O)[O-])cc1,i,i
COc1ccccc1OCCOc1ccc(/C=N/n2cnnc2)cc1,i,i
O=C(c1ccc(Cl)cc1)C1CCN(CC(=O)N2CCCCC2)CC1,i,i
Cc1ccc(-n2c(C)nnc2SC(C)C(=O)N2CCCC2)cc1 (stereo unspecified),i,i
O=C(NC(=S)Nc1ccc(S(=O)(=O)Nc2ncccn2)cc1)c1cccc(Br)c1,i,i
CC1(C)N=C(N)N=C(N)N1c1cccc(C(=O)O)c1,i,i
CC(C)CCN1CCN(CC(c2ccccc2)c2ccccc2)CC1CCO (stereo unspecified),i,i
CCCc1cc(C(=O)Nc2nnc(C)s2)cs1,i,i
CC(C)c1ccc(NC2CCCN(C(=O)c3cccc4nccnc34)C2)cc1 (stereo unspecified),i,i
CN(CCC(=O)Nc1ccc2c(c1)OCO2)Cc1ccccc1,i,i
CC1CN=C(N(C(=S)Nc2ccccc2)c2cccc(C(F)(F)F)c2)S1 (stereo unspecified),i,i
CCCCC(NC(=O)COc1cc2c(c3oc(=O)cc(C)c13)CCC(C)(C)O2)C(=O)O (stereo unspecified),i,i
CC(=O)CC(CC(=O)NC1CCCCC1)c1ccccc1 (stereo unspecified),i,i
CCC1CSC(Nc2ccc(C(=O)/C=C/c3ccc(Oc4ccccc4)cc3)cc2)=N1 (stereo unspecified),i,i
CC1CCC2(CC1)NC(=O)N(Cc1nnc(-c3cccs3)o1)C2=O (stereo unspecified),i,i
CN(Cc1c(F)cccc1Cl)c1nnnn1-c1ccccc1,i,i
CCOCCn1ccc2c(OCC(=O)Nc3ccccc3F)cccc2c1=O,i,i
COc1ccc(CNC(=O)C2CCCN(S(=O)(=O)c3ccc4c(c3)C(C)(C)C(=O)N4C)C2)cc1 (stereo unspecified),i,i
Cc1cccc(C)c1NS(=O)(=O)c1ccc(OCCNS(C)(=O)=O)cc1,i,i
Cc1sc2ncnc(SCC(=O)N3CCCCC3)c2c1C,i,i
Cc1ccc(NC(=O)CNC(=O)c2cccs2)cc1S(=O)(=O)Nc1ccc(Cl)cc1,i,i
C/C(=N/NC(=O)CCc1ccccc1)c1ccco1,i,i
CC(=O)c1ccc(-n2nnnc2SCC(=O)Nc2sc(C)c(C)c2C#N)cc1,i,i
CCOc1cc(C(=S)N2CCCCC2)ccc1OS(=O)(=O)c1ccc(Br)cc1,i,i
COc1ccccc1Nc1nc(N)nc(CSC(=S)N2CCCCC2)n1,i,i
COCCOCCn1c(CCCO)nc2ccccc21,i,i
CCOC(=O)N1CCN(c2c(NCc3ccc(N(C)C)cc3)c(=O)c2=O)CC1,i,i
COc1cc([N+](=O)[O-])ccc1NC(=O)C1C2C=CC(C2)C1C(=O)O (stereo unspecified),i,i
CCn1c(C(=O)O)c(CC(=O)NC2CCCCCC2)c2ccccc21,i,i
CCn1cc(CNC(=O)CSc2nc(-c3ccc(OC)c(OC)c3)cc(C(F)(F)F)n2)c(C)n1,i,i
Cc1occc1C(=O)NNC(=O)c1ccc(Br)o1,i,i
Nc1nc(NCCO)nc(NCC2CCCO2)c1[N+](=O)[O-] (stereo unspecified),i,i
Cc1ccc(NC(=O)N2CCCN(Cc3ccc(F)cc3)C2)cc1C,i,i
Clc1cccc(N2CCN(Cc3nnc(-c4ccccc4)o3)CC2)c1,i,i
O=C(CS(=O)(=O)Nc1ccc(F)cc1Cl)Nc1ccc(F)cc1Cl,-11*,i
Cc1cc(C(=O)CSc2nnc(-c3ccc(Cl)cc3)n2CC2CCCO2)c(C)n1C (stereo unspecified),i,i

# The list goes on:
molecule,CHT block,CHT allo act
Cc1ccc(/C=N/NC(=O)c2nnn(-c3nonc3N)c2-c2cccs2)cc1,i,i
O=C(CCSc1ccc(Cl)cc1)N1CCN(c2ccc(O)cc2)CC1,i,i
COc1ccc(Cc2nnc(SCc3nc4ccccc4c(=O)[nH]3)o2)cc1,i,i
CCC(C)C(=O)Nc1nc(-c2ccc3c(c2)NC(=O)CO3)cs1 (stereo unspecified),i,i
CCCn1cc(C(=O)N(C)C2CCCN(Cc3ccccc3F)C2)c(C)n1 (stereo unspecified),i,i
Cc1[nH]c(=S)c(C#N)c(C)c1CCC#N,i,i
C/C(=N\Nc1nc2ccccc2[nH]1)c1ccc(Cl)s1,i,i
CCCCOC(=O)c1ccc(NC(=S)N2CCN(c3ncc4c(=O)c(C(=O)O)cn(CC)c4n3)CC2)cc1,i,i
Cc1ccc(S(=O)(=O)NC(CC(C)C)C(=O)N2CCOCCOCCOCCOCC2)cc1 (stereo unspecified),i,i
CC(C)(C)c1cc(C(=S)N2CCN(CCO)CC2)cc(C(C)(C)C)c1O,i,i
COC(=O)c1cc(-c2ccc(OC)c(OC)c2)on1,i,i
CC(=O)Nc1ccc(NC(=O)Nc2ccc(C)c(C)c2)cc1,i,i
CC(=O)Nc1ccc(CN2CCC(n3nccc3NC(=O)CCc3ccccc3)CC2)cc1,i,i

# A draw from above in order of SMILES length, rising:
molecule,CHT block,CHT allo act
CC1(C)N=C(N)N=C(N)N1c1cccc(C(=O)O)c1,i,i
CCn1ccnc1CN(C)Cc1cn[nH]c1-c1ccc(F)cc1F,i,i
CN(CC(=O)Nc1ccc(S(N)(=O)=O)cc1)C1CCCCC1,i,i
CCn1cc(CNC(=O)CSc2nc(-c3ccc(OC)c(OC)c3)cc(C(F)(F)F)n2)c(C)n1,i,i
